# Mito fusion yeast = blocks mitochondrial division or promotes mitochondrial fusion | 320,000 compounds, 0.23% hits | S. cerevisiae fusion-defective mutant growth rescue, CellTiterGlo 48 h | Potency, µM (highest dose often 46.1 µM), for inactives: at the top dose growth rescue (activation), hits mostly activators;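 also: potency is read from the fitted curve at half-maximal effect; % of control where 0% means no effect; nearly all actives have a fitted effect of over 45% in size; temperature-sensitive fusion mutants such as fzo1-1 at 37 °C on non-fermentable ethanol glycerol medium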
#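 Growth-rescue viability read-out: after 48 h at the non-permissive 37C in glycerol/ethanol YPEG, yeast mitochondrial fusion mutants are measured by CellTiterGlo luminescence; compounds (23 nl pinned per well) restoring growth score as division inhibitors or fusion activators.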
# Eya2 inh = Eya2 (human) phosphatase inhibition; 330,000 compounds, 0.006% hits; Potency, µM (top dose mostly 76.9 µM), inactives show at the top dose activity, negative = inhibition, usual class: inhibitors; recombinant Eya2, OMFP fluorescence dephosphorylation (OMFP is methylfluorescein phosphate); O00167; also: potency is read from the fitted curve at half-maximal effect; % is scaled to controls: 0 for no effect and ±100 for the full control effect
# Target sequence (O00167 whole entry, looked up): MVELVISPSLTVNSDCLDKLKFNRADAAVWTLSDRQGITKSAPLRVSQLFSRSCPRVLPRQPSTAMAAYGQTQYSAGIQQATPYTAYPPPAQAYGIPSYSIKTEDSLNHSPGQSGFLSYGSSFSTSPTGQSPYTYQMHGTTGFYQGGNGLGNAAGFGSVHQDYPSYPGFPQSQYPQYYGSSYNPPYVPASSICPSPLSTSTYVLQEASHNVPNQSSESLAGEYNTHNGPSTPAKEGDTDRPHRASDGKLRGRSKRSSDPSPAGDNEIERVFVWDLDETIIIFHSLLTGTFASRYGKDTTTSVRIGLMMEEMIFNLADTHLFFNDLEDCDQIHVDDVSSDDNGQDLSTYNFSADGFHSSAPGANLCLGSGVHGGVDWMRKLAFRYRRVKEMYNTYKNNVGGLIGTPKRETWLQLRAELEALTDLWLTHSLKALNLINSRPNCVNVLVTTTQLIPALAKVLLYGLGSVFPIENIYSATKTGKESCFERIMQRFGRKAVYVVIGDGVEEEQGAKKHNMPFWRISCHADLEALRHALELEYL
#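 Eya2 protein (added as 0.2 uM solution) was preincubated with compound for 10 min at ambient temperature in 50 mM HEPES pH 7.5, 50 mM NaCl, 5 uM MgCl2, 0.05% BSA, 1 mM DTT. OMFP (added at 50 uM) then reacted 10 min; fluorescence read at 485/525 nm.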
# TCR activator = activators of T cell receptors; primary human leukocytes, anti-CD3, IL-2 HTRF, 48 h; Potency, µM (top dose mostly 9.22 µM), inactives show top-dose activation of IL-2 secretion, most hits filed as activators; 330,000 tested, under 10 active; also: % of control where 0% means no effect
#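 Primary human leukocytes incubated 48 hr with anti-CD3 beads plus compound, without co-stimulation. Secreted IL-2 measured by HTRF (europium cryptate/d2 anti-IL-2 pair, 320 nm excitation, 665 nm emission).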
# A-T KAP1 phos = potential ataxia-telangiectasia treatment; […] A-T fibroblasts, KAP-1 phosphorylation AlphaLISA; neocarzinostatin DNA damage 30 min before lysis; Potency, µM (doses to about 57.5 µM), without a hit: top-dose activation, hits mostly activators; 320,000 compounds, 0.19% hits; AID 485349; also: potency is read from the fitted curve at half-maximal effect; % of control where 0% means no effect; nearly all actives have a fitted effect of over 45% in size
#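 hTERT-immortalized A-T patient fibroblasts ([…]), 500 cells/well in OPTI-MEM, 1% FBS, got compounds for 60 min, then NCS for 30 min at 37C. Lysates were then assayed for phospho-KAP-1 by AlphaLISA (anti-pKAP1 donor, anti-KAP1 acceptor beads), 6 hr at 25C.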
# Tb PFK inh = blocks T. brucei phosphofructokinase; 330,000 compounds, 0.17% hits; T. brucei PFK, ADP-Glo luminescence; O15648; Potency, µM (highest dose often 57.5 µM), without a hit: at the top dose activity, negative = inhibition, actives largely listed as inhibitors;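 also: potency is read from the fitted curve at half-maximal effect; 0% = uninhibited 1x PFK enzyme wells and -100% = no-enzyme wells; nearly all actives have a fitted effect of over 60% in size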
# Target sequence (O15648 whole entry, looked up): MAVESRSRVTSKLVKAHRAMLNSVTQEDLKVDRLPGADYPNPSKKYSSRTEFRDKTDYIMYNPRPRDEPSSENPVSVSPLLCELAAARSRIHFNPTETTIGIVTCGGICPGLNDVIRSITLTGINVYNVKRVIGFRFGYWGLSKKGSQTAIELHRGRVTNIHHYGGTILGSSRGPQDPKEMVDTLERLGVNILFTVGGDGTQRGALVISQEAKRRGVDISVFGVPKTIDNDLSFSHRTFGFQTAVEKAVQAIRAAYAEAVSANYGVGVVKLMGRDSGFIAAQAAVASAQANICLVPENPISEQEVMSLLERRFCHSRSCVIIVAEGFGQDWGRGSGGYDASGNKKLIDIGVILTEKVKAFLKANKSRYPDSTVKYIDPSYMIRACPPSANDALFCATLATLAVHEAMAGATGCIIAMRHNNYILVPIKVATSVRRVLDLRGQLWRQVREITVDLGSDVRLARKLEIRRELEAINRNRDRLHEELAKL
#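 Activity is normalized to no-enzyme wells (full inhibition) and 1.25 nM enzyme wells (no inhibition). Reaction: 0.5 mM F6P, 0.1 mM ATP, 45 min RT, ADP-Glo luminescence; concentration-response curves fitted and classed by quality.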
# ELG1 repair inh = ELG1-dependent DNA repair inhibition. HEK293T ELG1-luciferase reporter, luminescence, 16 h; DNA damage induced by 5-fluorouridine. Potency, µM (highest dose often 46.1 µM), without a hit: at the top dose activity change, negative = inhibition, most hits filed as inhibitors. 330,000 compounds, 2.3% hits. AID 504467; also: potency is read from the fitted curve at half-maximal effect; % is scaled to controls: 0 for no effect and ±100 for the full control effect; nearly all actives have a fitted effect of over 55% in size
#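 Luminescence from the luciferase reporter, measured 30 min after ONE-Glo reagent at room temperature, was the read-out. Beforehand, 2,000 cells per well were exposed for 16 hr at 37 °C to 5-fluorouridine together with compound or vehicle.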
# ASM inhibitor = inhibitors of human secretory acid sphingomyelinase | P17405 | placental ASM, HMU-PC fluorogenic substrate, 60 min | Potency, µM (highest dose often 57.5 µM), for the others: top-dose activity change, negative = inhibition, usual class: inhibitors | 340,000 compounds, 0.006% hits; also: potency is read from the fitted curve at half-maximal effect
#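 Fluorescence read-out (Ex 386 nm, Em 447 nm) after stopping the reaction at pH 10. Enzyme: ASM from human placenta; substrate HMU-PC0, 9 uM final; 60 min, 37 °C. Compound preincubation 10 min, ambient temperature.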
# Chronic BCR inh = blocks chronic active B-cell receptor signaling. ABC-DLBCL IkBa-CBG/CBR reporter, luminescence ratio, 4 h. Potency, µM (doses to about 46.1 µM), inactives show top-dose ratio change, negative = lower green/red ratio, most hits filed as inhibitors. 340,000 compounds, 0.05% hits; active = well fitted inhibition curve with a large enough effect in the signal ratio, with a control signal flat, not every such curve was filed as active; inconclusive = small, poorly fitted or top-dose-only effect, or effect the other way, or a change in a side signal; the % refers to the signal ratio;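 also: potency is read from the fitted curve at half-maximal effect; plate controls were basal doxycycline-induced cells for no effect and cells given 10 µM MG132 for full effect; MG132 reads +100%, hits lower the ratio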
#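 Concentration-response series (up to 46 uM) were applied to TMD8 dual-reporter cells for 4 h at 37C with doxycycline. Green/red ratio, after filter-overlap correction, defined %Activity; red signal alone was normalised to basal cells and zero luminescence.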
# a7 integrin act = integrin-mediated muscular dystrophy alleviation activation. alpha7betagal myoblasts, beta-gal FDG fluorescence, 48 h. 350,000 compounds, 0.064% hits. Potency, µM (highest dose often 38.3 µM), for the others: at the highest dose activation, usual class: activators;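 also: potency is read from the fitted curve at half-maximal effect; 100% = response of the positive control SU9516; nearly all actives have a fitted effect of over 60% in size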
#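 Alpha7betagal+/- myoblasts (passage 13) were plated 16-24 hr, then exposed to compounds (1:260 dilution of DMSO stock) for 48 hours at 37C. After MPER lysis, β-galactosidase reporter activity was read as FDG fluorescence (ex 480/em 540) after 30 minutes.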
# PTAP TSG101 blk = blocks PTAP/TSG101 interaction to inhibit HIV-1 budding; Potency, µM (series often up to 115 µM), for inactives: at the highest dose activity change, negative = inhibition, usual class: inhibitors; Fluorescence polarization, FITC-PTAP peptide / Tsg101 binding; AID 493005; Q99816; 340,000 tested, under 10 active; active = well fitted inhibition curve with a large enough effect in the main read-out, with a control signal flat, not every such curve was filed as active; inconclusive = small, poorly fitted or top-dose-only effect, or effect the other way, or a change in a side signal; inactive = no such curve, though single readings can be large or run the other way; also: potency is read from the fitted curve at half-maximal effect; % of control where 0% means no effect
#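 Steps: Tsg101 binding domain dispensed (10 uM final), compounds pinned in DMSO, FITC-labeled PTAP-motif peptide added (50 nM final); after 20 min binding at room temperature, polarization measured.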
# TSHR antag = blocks TSH signaling through the human TSH receptor; activity change, negative = inhibition, % at 11.5 µM; 330,000 compounds, 0.2% hits; AID 504810; TSHR-expressing cells, TSH-stimulated cAMP HTRF, 2 h; stronger effect = lower value; P16473;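 active = activity change below a set negative limit, meaning inhibition stronger than a set level, cut at about -70% in these data; inconclusive = activity change between two set negative limits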; also: % is scaled to controls: 0 for no effect and ±100 for the full control effect
#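 Read-out is FRET at 665 nm (cryptate excitation 337 nm) from a cryptate-tagged anti-cAMP antibody, competed by cell cAMP against cAMP-d2. Compounds are tested on freshly harvested TSHR cells challenged with 4nM TSH (EC80) for 2 hours at 37 deg C.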
# An asterisk follows results filed as active; ? = inconclusive; . = no result given; [ ] = another dose, or the depositor's remark. Unless noted, calls follow the shape of the dose curve; as a rule, active = well fitted curve in the direction sought with a large enough effect; inconclusive = small, poorly fitted or top-dose-only effect, or another doubt; inactive = no such curve, though single readings can be large; an effect the other way counts as inactive or inconclusive.
SMILES,Mito fusion yeast,Eya2 inh,TCR activator,A-T KAP1 phos,Tb PFK inh,ELG1 repair inh,ASM inhibitor,Chronic BCR inh,a7 integrin act,PTAP TSG101 blk,TSHR antag
Cc1cc(NC(=O)Nc2ccc(F)c(Cl)c2)no1,22%,6%,2%,.,?,-27%,-3%,-3%,-14%,1%,32
Nc1ccc(C(=O)OCC(=O)NC2CCCc3ccccc32)cc1[N+](=O)[O-] (stereo not drawn),3%,-1%,1%,.,?,-3%,-3%,?,2%,-4%,-2
O=C(CCCOc1ccc(Cl)cc1)NCCc1ccccc1,7%,12%,4%,0%,1%,-6%,-3%,1%,-16%,0%,-14
COc1ccccc1C(=O)Nc1ccnn1C1CCN(C(=O)C2CCOC2)CC1 (stereo not drawn),-2%,6%,-3%,11%,2%,15%,4%,0%,8%,0%,-1
Cc1ccc(NC(=O)c2ccco2)cc1C,-2%,-14%,5%,5%,0%,?,0%,-8%,9%,0%,13
CCOc1ccc(C(=O)NC(C(=O)NCc2ccccn2)C(C)C)cc1 (stereo not drawn),-2%,3%,3%,.,-3%,14%,1%,-6%,-12%,-1%,-3
COc1ccc(NC(=O)N(Cc2ccc3c(c2)OCO3)C2CC(=O)N(c3ccc(OC)cc3)C2=O)cc1 (stereo not drawn),1%,-13%,-8%,0%,2%,?,-12%,-19%,9%,-5%,16
Cc1nc(NC(=O)c2ccco2)sc1-c1csc(Nc2ccc(Cl)cc2)n1,7%,-8%,2%,0%,2%,18µM*,?,1%,-15%,-1%,-21
CCCC(=O)NC(c1ccc(OC)cc1)c1c(O)ccc2ccccc12 (stereo not drawn),2%,-7%,-121%,2%,0%,?,51%,?,5%,-5%,-7
CCCCN(CCCC)S(=O)(=O)c1ccc(NC(=O)Cc2cccs2)cc1,13%,-15%,2%,-1%,?,?,-9%,?,-21%,-3%,24
O=C(NNc1c2ccccc2nc2ccccc12)C(O)c1ccccc1 (stereo not drawn),8%,-15%,-4%,-50%,2%,-2%,-2%,6%,-15%,-1%,-9
Cc1cccc(NCC(=O)N/N=C\c2cccn2C)c1,-3%,5%,-1%,-9%,-10%,14%,-3%,-8%,14%,1%,9
Cc1ccccc1NC(=O)CSc1nnc(-c2ccoc2C)n1CCc1ccccc1,11%,5%,6%,-2%,3%,-21%,-1%,?,19%,-4%,24
CCCCSc1nc(C)cc(C)c1S(=O)(=O)c1ccccc1C,1%,-8%,-4%,0%,-5%,-2%,-2%,8%,-13%,-4%,-19
COc1ccccc1Cn1c(=S)[nH]c2cc(C(=O)NCCCN3CCOCC3)ccc2c1=O,0%,5%,3%,3%,0%,-1%,8%,-3%,-36%,0%,11
Cc1c(CCO)c(=O)n(C)n1C(=O)c1ccc(Cl)cc1,0%,-6%,-4%,0%,2%,15%,5%,-7%,13%[7.66 µM],-3%,-3
Cc1ccc(-n2c3c(cc(C(=O)Nc4cccc(C)n4)c2=O)C(=O)CCC3)cc1,-2%,-2%,.,-1%,17%,-6%,.,?,.,.,12
COc1ccc(NC(=O)C2CCN(S(=O)(=O)c3cccc4nonc34)CC2)c(OC)c1,-8%,8%,1%,3%,6%,?,0%,-17%,-15%,3%,0
COc1ccc(N(C)C(=O)CCS(=O)(=O)c2cccc3nsnc23)cc1,2%,-17%,-9%,-5%,0%,7%,2%,7%,0%,-3%,-2
COc1ccc(-c2cc(=O)n(CCC#N)[nH]2)cc1,-3%,0%,-1%,-3%,2%,18%,.,-13%,-8%,0%,5
COCCn1c(SCCOc2ccccc2)nc2ccccc2c1=O,3%,-3%,-14%,5%,-2%,?,-13%,4%,-2%,1%,-12
CN(C(=O)CN1C(=O)NC2(CCCc3ccccc32)C1=O)C1CCCCC1 (stereo not drawn),.,-8%,3%,-2%,0%,2%,5%,4%,3%,-7%,-13
O=C(O)CN1C(=O)C(=O)N(Cc2ccccc2F)C1=O,0%,8%,-10%,-4%,2%,-1%,2%,0%,-11%,0%,5
COCCCNCCOc1ccc(C(C)(C)c2ccccc2)cc1,1%,0%,-2%[46.1 µM],-7%,-2%,-9%,2%,?,7%,0%,3
CCOC(=O)c1c(NC(=O)CSc2nnc(-c3cccc(C)c3)n2CC)sc(C(C)=O)c1C,3%,10%,3%,3%,5%,?,-2%,13%,-8%,7%,-13

# Further results:
SMILES,Mito fusion yeast,Eya2 inh,TCR activator,A-T KAP1 phos,Tb PFK inh,ELG1 repair inh,ASM inhibitor,Chronic BCR inh,a7 integrin act,PTAP TSG101 blk,TSHR antag
CCOc1ccc(N(CC(=O)Nc2ccccc2C(=O)NCc2ccco2)S(C)(=O)=O)cc1,1%,-1%,6%,-3%,0%,-7%,-1%,-16%,-4%,-7%,3
CC(C)c1ccc(NC(=O)CN2C(=O)c3ccccc3S2(=O)=O)cc1,-24%,-4%,-3%,-5%,-7%,?,-22%,0%,10µM*,1%,11
CC(=NCCCNC1CCCCC1)C1=C(O)CC(C)(C)CC1=O,2%,-36%,3%,.,1%,7%,-1%,4%,1%,-3%,6
Cc1[nH]c2ccc(C(=O)N3CCN(c4ccc(F)cc4)CC3)cc2c1C,1%,1%,4%,-7%,-5%,-7%,-10%,?,?,0%,-8
CCN1C(=O)c2cccc3c(S(=O)(=O)NC(Cc4ccccc4)C(=O)O)ccc1c23 (stereo not drawn),-2%,-2%,-3%,1%,-2%,5%,340%[activator],-2%,14%,-3%,9
CCc1ccccc1N(C(=O)c1cccs1)C1C=CS(=O)(=O)C1 (stereo not drawn),-4%,-5%,-4%,17%,-2%,-5%,1%,14%,-14%,-9%,17
CC(C)Nc1nc(NC(C)C)nc(N(C#N)CCOc2ccc(Cl)cc2Cl)n1,30%,-18%,-6%[46.1 µM],.,0%,?,-15%,?,-43%,-2%,-19
COc1ccccc1-c1csc(NC(=O)c2cc(-c3cccs3)nc3ccccc23)n1,-4%,-1%,0%[46.1 µM],-4%,0%,-18%,0%,-9%,?,-3%,6
CN(CCOc1ccccc1)S(=O)(=O)c1ccc2oc3ccccc3c2c1,-2%,18%,2%,7%,3%,-17%,-8%,9%,-33%,-1%,-16
O=c1c2ccccc2nc2ccccn12,-2%,-3%,-6%,4%,2%,?,.,?,3%,-1%,-3
COc1ccccc1C(=O)NC(=O)CSc1nc2nc(C)cc(C)n2n1,-1%,2%,2%,3%,-8%,?,1%,0%,9%,0%,7
CCOc1ccc(/C(CCC(=O)O)=N/NC(=S)NC(C)C)cc1,-1%,5%,3%,-1%,-2%,14%,-2%,-25%,-18%,0%,-9
Cc1cccc(C(=O)OCC(=O)Nc2sc3c(c2C#N)CCC3)c1,-4%,-8%,1%,1%,1%,-4%,-1%,0%,3%,2%,2
O=C(O)CSc1ncn[nH]1,-3%,8%,1%,10%,7%,10%,0%,0%,2%,-1%,-2
N#C/C(=C/c1ccccc1)C(=O)NCc1ccccc1,5%,0%,0%,8%,5%,-1%,2%,-1%,-6%,-2%,-7
CCOc1ccc(CCNC(=O)Cn2nc(C)c3c(C)n(-c4ccccc4)nc3c2=O)cc1,-16%,-1%,11%,5%,0%,-5%,3%,-1%,6%,-5%,3
Cc1noc(C)c1COc1cccc(C(=O)NCc2cccc(Cl)c2)c1,2%,-2%,1%,-4%,-14%,-25%,-2%,?,-18%,-2%,-4
CCn1c(CCCNC(=O)c2ccco2)nc2ccccc21,-8%,13%,-5%,-2%,2%,10%,1%,-1%,-12%,3%,-12

# Assay outcomes as filed in PubChem.
